Screens as filed in PubChem BioAssay.
PAX8 inh HTS – PAX8 transcriptional activity inhibition; RMG-I TPO-luciferase reporter, SteadyGlo, 24 h; AID 652154; inhibition, % at 12.6 µM; hit rate 1.2% among 360,000;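 active = mean replicate inhibition at least 60% with every replicate also reaching 60%; inconclusive = only one of the two criteria is met; inactive = mean below 60% and not all replicates reaching 60%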;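 also: luciferase light reporting Pax8 driven TPO promoter activity; plate controls were median of neutral control wells for no effect and mitoxantrone controls for full effect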
Xi reactivation – reactivates the inactive X chromosome in mouse fibroblasts. XiGFP mouse fibroblasts, % GFP-positive cells imaging, 3 d; cells co-treated with 5-aza-dC sensitizer; scaled so ellipticine positive control = 100%. activation, % at 7.58 µM. hit rate 0.055% among 360,000. AID 743238;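 active = mean normalized replicate activation at least 10% and every replicate at or above 10%; inconclusive = only one of the two criteria met; inactive = mean below 10% and not all replicates reach 10%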;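 also: 0% = median of on-plate neutral control wells and 100% = ellipticine 6 µM median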
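Material: SV40-immortalized XiGFP fibroblast cells, line 68-5-11 | Buffer or medium: DMEM containing 5-aza-dC | Dosing: One concentration, pinned | Times: 3 d treatment, 15 min room-temperature fixation | Controls: Ellipticine 6 µM positive control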
GSIS activator – primary screen for activators of insulin secretion dependent on glucose, INS-1E cells, GLuc reporter luminescence. AID 743287. INS-1E GLuc reporter insulin secretion, 2-3 h. hit rate 0.61% among 370,000. activation, % at 16.6 µM;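 active = lowest replicate activation of at least 40%, so every replicate reaches that level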;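 also: 0% = median of neutral control wells and 100% = median of IBMX positive control wells; some compounds called inactive have numbers as strong as hits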
F508del corr – correctors of CFTR F508del function in bronchial epithelial cells | activity (quench increase), % at 7.58 µM | hit rate 0.36% among 350,000 | CFBE cells, YFP halide quenching; stimulated with forskolin plus potentiator P3; % fluorescence drop versus neutral controls | AID 720511;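 active = mean added fluorescence quench of at least 8% versus neutral control, with both replicates also reaching 8%; inconclusive = only one of the mean or replicate conditions met; inactive = mean below 8% and not both replicates reaching 8%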;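 also: cells transiently co-express mutant CFTR-F508del with the halide-sensitive YFP; corrector assay measuring rescue of mutant channel to the surface after 24 h compound exposure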
ARNT TACC3 PPI – ARNT/TACC3 interaction disruption | inhibition, % at 9.99 µM | AlphaScreen His-ARNT PAS-B/GST-TACC3 binding, luminescence; TACC3 fragment carries E629A point mutation | hit rate 0.66% among 390,000 | Q9Y6A5;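 active = mean inhibition of replicates at least 50% and at least half of replicates each reaching 50%; inconclusive = half or more replicates reach 50% but mean below 50%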;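 also: 0% = complete ARNT plus TACC3 wells and 100% = ARNT alone without TACC3; many hits fall short of the cut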
EWS-Fli inh – inhibitors of EWS/Fli oncoprotein transcriptional activity; A673 NR0B1-luciferase reporter, viability-normalised; inhibition, % at 12.6 µM; hit rate 0.67% among 350,000; AID 651661;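 active = mean inhibition of at least 50% after viability correction, with every replicate also passing that limit; inconclusive = mean reaches 50% but only one of two replicates passes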;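 also: firefly luciferase signal divided by Alamar Blue viability fluorescence both relative to DMSO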
DENV2 CPE rescue – DENV2-induced cell death inhibition; DENV2-infected cells, cytopathic effect rescue, plate reader; CPE inhibition, % at 9.99 µM; hit rate 1.7% among 350,000; AID 651640; in the data active = CPE inhibition above about 20%, passing the limit was not always enough; inconclusive = no clear call, values can overlap the other calls; tested in BHK-21 cells;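 also: 0% = median of neutral control wells and 100% = median of positive control wells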
ERp5 block – ERp5 (human) disulfide isomerase inhibition; Q15084; ERp5 insulin aggregation, absorbance 650 nm, 90 min; inhibition, % at 9.99 µM; hit rate 0.05% among 350,000; AID 651711;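 active = mean replicate inhibition above about 25%, with every replicate also reaching it, limit read from the data, passing the limit was not always enough; inconclusive = only one of those two criteria met; inactive = neither criterion met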
Target sequence (Q15084 whole entry, looked up): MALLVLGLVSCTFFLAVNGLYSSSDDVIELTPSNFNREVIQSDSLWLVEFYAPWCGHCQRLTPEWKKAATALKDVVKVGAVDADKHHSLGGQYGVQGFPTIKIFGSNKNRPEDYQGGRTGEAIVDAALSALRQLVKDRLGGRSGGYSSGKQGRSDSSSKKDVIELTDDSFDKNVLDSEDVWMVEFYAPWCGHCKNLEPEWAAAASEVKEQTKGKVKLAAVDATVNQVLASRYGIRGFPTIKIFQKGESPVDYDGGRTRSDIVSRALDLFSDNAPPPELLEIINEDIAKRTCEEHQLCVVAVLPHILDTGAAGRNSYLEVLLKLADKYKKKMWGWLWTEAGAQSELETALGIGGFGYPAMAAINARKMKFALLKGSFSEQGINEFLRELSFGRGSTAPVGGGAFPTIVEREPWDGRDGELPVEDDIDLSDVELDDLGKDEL
* marks the source's active call; other numbers are inactive results; ? = inconclusive; . = not tested or not shown; & = joins results of further samples.

SMILES	PAX8 inh HTS	Xi reactivation	GSIS activator	F508del corr	ARNT TACC3 PPI	EWS-Fli inh	DENV2 CPE rescue	ERp5 block
Cc1noc(C)c1COc1ccccc1C(=O)NCc1ccco1	1	-0.1	8	0.0	0	2	-2	0
COc1cc(C(=O)NC(=S)Nc2nc(-c3ccc(F)cc3)cs2)cc(OC)c1OC	-4	0.3	5	-3.8	-6	-17	0	0
COC(=O)Nc1ccc(SCC(=O)c2cccc([N+](=O)[O-])c2)cc1	-4	0.2	9	-1.0	-10	-3	-1	11
COc1ccc(CN(C)C[C@@H]2Oc3c(NC(=O)Nc4ccc(C(F)(F)F)cc4)cccc3C(=O)N([C@@H](C)CO)C[C@H]2C)cc1	11	-0.4	-11	1.3	0	31	5	5
COc1ccc(NC(=O)N(C)C[C@@H]2OCCCC[C@@H](C)Oc3ccc(NC(=O)Nc4ccc5c(c4)OCO5)cc3C(=O)N([C@@H](C)CO)C[C@H]2C)cc1	-21	3.1	1	3.2	-4	7	-3	-1
O=C(CN1CCN(c2ccccc2O)CC1)NC(=O)NCc1ccccc1	-9	-0.1	20	-1.3	1	-5	8	-7
CCN(CC(=O)Nc1ccc(OC)cc1)C(=O)c1ccc2c(c1)NC(=O)CS2	12	2.6	6	-2.7	-7	0	-5	4
CN(C)C(=O)[C@H]1[C@H](CO)[C@H]2Cn3c(ccc(C4=CCCC4)c3=O)[C@@H]1N2C(=O)Nc1ccccc1	.	0.2	10	.	6	-4	2	-1
COc1ccc(S(=O)(=O)N(C)C[C@H]2Oc3ccc(NC(=O)Nc4ccc(F)cc4)cc3CC(=O)N([C@H](C)CO)C[C@H]2C)cc1	-19	0.1	-5	-2.3	9	-2	-3	.
Cc1cccc(C(=O)N[C@H](C(=O)Nc2nccs2)C(C)C)c1	-14	0.0	1	.	-4	-35	-5	4
Cc1ccc(-c2cn(-c3ccccc3)c3[n+]2CCCS3)cc1	79*	1.3	-33	.	-4&-5	17	-2	5
CCCN(C(=O)c1cccc(S(=O)(=O)N2CCN(C)CC2)c1)c1c(N)n(Cc2ccccc2)c(=O)[nH]c1=O	6	-0.3	-3	-2.8	-4	-5	?	2
COC(=O)C(NC(=O)c1ccccc1)(Nc1nc(C)cs1)C(F)(F)F (stereo not drawn)	.	.	4	-1.3	6	7	.	0
Oc1ccc(/C=N/Nc2ccc(C(F)(F)F)cn2)cc1O	0	0.0	-7	2.3	.	-3	-3	2
CC(=O)Nc1ccc2c(c1)nc1n2CCN(C(C)c2ccccc2)C1 (stereo not drawn)	-8	0.1	1	2.9	8	-12	-5	1
CCCCNC(=O)C1(C)CCCCN1Cc1ccc2ccccc2c1 (stereo not drawn)	2	0.0	-4	0.6	.	14	6	5
Cc1ccc(-n2ncc3c2CC(C)(C)CC3NC(=O)Cc2c(C)noc2C)cc1 (stereo not drawn)	9	0.6	-2	-2.2	.	-7	-1	-18
CC(C)C(NS(=O)(=O)/C=C/c1ccccc1)C(=O)NCc1ccc(F)cc1 (stereo not drawn)	-131	0.0	-15	4.7	-2	-5	-2	0
Cc1ccccc1-n1c(Cc2cccs2)n[nH]c1=S	.	.	-3	-2.3	-1	3	-3	-5
Cc1ccc(S(=O)(=O)N(C)C[C@@H]2Oc3ccc(NC(=O)NC(C)C)cc3CC(=O)N([C@@H](C)CO)C[C@H]2C)cc1	20	0.5	5	-1.0	6	20	-9	1
CC1=CN2C(=N)/C(=C\c3cn(CCCOc4ccccc4)c4ccccc34)C(=O)N=C2S1	9	0.3	54	.	-12	.	.	.
CCc1cccc(C)c1NC(=S)NCC1CCN(c2ccc(OC)cc2)C1 (stereo not drawn)	25	0.0	-3	-0.3	17	10	-2	-1
[N-]=[N+]=NCCN1CCN(CCc2ccccc2)CCC1=O	7	0.0	1	0.1	-12	-2	3	6
O=C(CN1C(=O)NC2(CCc3ccccc32)C1=O)Nc1ccccc1C(F)(F)F (stereo not drawn)	5	0.1	-5	0.5	1	6	1	2
O=C(Cc1ccccc1)NCC(=O)Nc1cccc(Br)c1	18	0.3	3	1.1	-4	-9	.	6
Cc1cccc(NC(=O)c2ccccc2OCC(=O)c2ccc(F)cc2)c1	-47	0.0	.	1.2	7	-13	0	4
O=C(c1ccccc1)c1ccc(OCC(=O)N2CCOCC2)cc1	-16	0.1	14	-0.5	-4	-7	-1	2
O=C(N/N=C/c1cccnc1)c1cccc(S(=O)(=O)N2CCCC2)c1	7	0.0	9	2.7	-14	-6	-6	3
CCOc1ccsc1C(=O)OC	-11	0.0	5	0.7	-8	1	2	2
O=C(O)C(c1ccccc1)C(O)c1ccc2c(c1)OCO2 (stereo not drawn)	-9	0.3	-5	-1.7	-14	-11	7	-12
COc1ccccc1C(=O)c1cc2ccc(O)cc2oc1=O	-1	0.0	-15	-0.4	-22	-1	3	1
COc1ccc(S(=O)(=O)N2CCN(c3ncccn3)CC2)cc1[N+](=O)[O-]	-110	0.0	39	-0.1	22	.	-8	-1
O=S(=O)(c1ccc(F)c(F)c1)N1CCCCCCC1	11	0.0	1	1.7	.	-3	7	3
CC(C)(C)OC(=O)N1CCN(C(=O)c2[nH]cnc2C(=O)NCc2ccccc2)CC1	-8	0.0	18	1.1	3	0	-6	4
Cc1ccc(S(=O)(=O)Nc2ccc3c(c2)C(=O)N([C@H](C)CO)C[C@@H](C)[C@@H](CN(C)C(=O)Nc2cccc4ccccc24)O3)cc1	26	0.3&0.0	-3&-7	-0.2	-2	15	3	2
COCCCNC(=O)C[C@H]1C[C@H](C(=O)N2CCOCC2)[C@@]2(C)c3[nH]c4ccc(Cl)cc4c3CCN2C1=O	0	0.0	-9	-1.3	-5	-5	-7	-6
CCCc1nnc(NC(=O)CCC(=O)NC2CCCc3ccccc32)s1 (stereo not drawn)	0	1.2	.	.	1	3	.	-2
Cc1noc(C)c1NC(=O)Nc1cccc2c1O[C@@H](CN(C)S(C)(=O)=O)[C@H](C)CN([C@@H](C)CO)C2=O	.	0.0	27	-1.4	-1	-4	4	9
COc1ccc(Cc2nnc(NC(=O)Nc3cccc(OC)c3)s2)cc1	18	0.3	16	-0.2	-4	-4	11	5
COc1cc2c(cc1NC(=O)C(F)(F)F)-c1ccc(NC(=O)C(F)(F)F)cc1C2	.	0.4	5	-2.8	-5	-13	7	1
O=c1c2cc(NC(=S)N3CCCCC3)ccc2nc2n1CCCCC2	-151	0.1	2	-0.1	23	-6	7	-4
O=C(NC(Cc1ccccc1)C(=O)O)C1CCN(S(=O)(=O)c2ccccc2C(F)(F)F)CC1 (stereo not drawn)	-23	0.5	14	-3.3	-5	-3	7	-12
CC(=O)Nc1ccc(-n2c(C)ccc2C)cc1	1	0.1	.	2.1	23	0	-6	-6
COc1ccccc1Nc1nc(NCCCN(C)C)nc(N)c1[N+](=O)[O-]	-13	0.1	-14	3.4	8	-39	-3	-2
CC(C)NC(=O)N[C@H]1CC[C@H](CC(=O)NCc2ccc(Oc3ccccc3)cc2)O[C@@H]1CO	7&-17	-0.4&0.0	9&1	-3.2&-1.4	11	-8&10	-3&-4	-2&-1
CN(C)C(=O)N1CCN(C(=O)[C@H](CCc2ccccc2)NC(=O)[C@H]2O[C@@H](n3cnc4c(N)ncnc43)[C@H](O)[C@@H]2O)CC1	7	0.2	6	-4.1	.	-9	-11	-3
O=[N+]([O-])c1ccc(CSc2ccccn2)cc1	-39	0.1	-9	-2.9	0	-47	7	8
O=C(NC1CCCCC1)C(c1ccccn1)N(C(=O)c1csnn1)c1ccccc1 (stereo not drawn)	-23	0.3	10	-0.1	1	6	-6	2
O=C(CN1C2=NCCCN2c2ccccc21)c1ccc(Cl)cc1Cl	27	0.0	15	.	9	.	.	.
Cc1ccccc1CS(=O)(=O)CCC(=O)NCCCN1CCOCC1	-15	0.5	-8	.	-3	.	.	.
CCC(C)C(=O)Nc1cc(Cl)ccc1C(=O)O (stereo not drawn)	9	0.1	5	-3.6	-23	21	-4	1
Cc1ccc(S(=O)(=O)Nc2ccc3c(c2)C(=O)N([C@@H](C)CO)C[C@@H](C)[C@@H](CN(C)C(=O)NC2CCCCC2)OCCCC[C@H](C)O3)cc1	-7&-10	0.1	0&-3	2.1&-3.4	-10	-11&-1	2&-6	-2&8
CC(C)NC(=O)N(C)C[C@H]1OCCCC[C@H](C)Oc2ccc(NS(C)(=O)=O)cc2C(=O)N([C@H](C)CO)C[C@@H]1C	-4	0.2	6	-2.7	-5	-1	7	-4
Cc1ccc(SCCNC(=O)c2ccc([N+](=O)[O-])c(C)c2)cc1	6	0.0	-17	0.7	3	4	-8	2
O=c1c(Cl)c(Cl)cnn1Cc1nnc(-c2ccc(Cl)cc2)o1	55	-0.1	-1	2.2	3	18	1	4
